# Source: PubChem BioAssay
# IDE cell activ – boosts human insulin-degrading enzyme activity in HEK cells | activation, % at 5.96 µM | FAbeta-B cleavage, fluorescence polarization; 0% vehicle, 100% cell-free pure enzyme wells | P14735 | AID 493087 | hit rate 0.073% among 340,000;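 active = activation above the mean of all tested compounds plus 3 SD, set per screening campaign, cut at about 17% in these data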
# CRFBP-R2 block – antagonists of CRF-binding protein/CRF-R2 receptor complex; HEK293 CRF-R2/CRF-BP, CRF-induced calcium fluorescence; inhibition, % at 11.8 µM; hit rate 0.59% among 350,000; AID 588475;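 active = inhibition of the ligand-induced calcium signal above about 50% at the single tested concentration, limit read from the data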
# p-CIP stab down – lowers stability of the mouse p/CIP coactivator protein; F442A p/CIP-EGFP cells, EGFP fluorescence, 16 h; AID 1984; decrease of EGFP signal, % at 10 µM; hit rate 0.01% among 290,000; Q05BA5;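 active = EGFP signal decrease of at least 30% at 10 µM or well 3 SD below plate mean, unless failing retest; inactive = the rest, including hits failing retest or dose response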; note: some compounds called inactive have numbers as strong as hits; many of its hits are not listed in these tables
# CHRM4 PAM – CHRM4 positive allosteric modulation. CHO-K1 hM4/Gqi5, Fluo-8 calcium fluorescence, ACh EC20; 0% = ACh EC20, 100% = maximal ACh. activation, % at 3 µM. hit rate 0.4% among 360,000. AID 624126;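 active = activation above its plate's cutoff, the mean activation of sample wells plus 3 SD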; note: some results filed as inactive read as strong as hits
# MEKK3 PB1 HTS – modulators (inhibitors or enhancers) of MEK5 binding to human MEKK3 PB1 domain. Q99759. bead-based flow cytometry, Alexa488-MEK5 binding to MEKK3; actives lie on both sides; 0 = blocked by unlabeled MEK5, 100 = vehicle. binding response (% of control), % at 10 µM. hit rate 1.4% among 290,000. AID 1529;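 active = binding response more than 3 SD above or below the average of its plate-row segment, actives on both sides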;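 note: Alexa488 bead fluorescence after subtracting the streptavidin-only scavenger bead signal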
# Target sequence (Q99759 whole entry, looked up, the tested form may be a part): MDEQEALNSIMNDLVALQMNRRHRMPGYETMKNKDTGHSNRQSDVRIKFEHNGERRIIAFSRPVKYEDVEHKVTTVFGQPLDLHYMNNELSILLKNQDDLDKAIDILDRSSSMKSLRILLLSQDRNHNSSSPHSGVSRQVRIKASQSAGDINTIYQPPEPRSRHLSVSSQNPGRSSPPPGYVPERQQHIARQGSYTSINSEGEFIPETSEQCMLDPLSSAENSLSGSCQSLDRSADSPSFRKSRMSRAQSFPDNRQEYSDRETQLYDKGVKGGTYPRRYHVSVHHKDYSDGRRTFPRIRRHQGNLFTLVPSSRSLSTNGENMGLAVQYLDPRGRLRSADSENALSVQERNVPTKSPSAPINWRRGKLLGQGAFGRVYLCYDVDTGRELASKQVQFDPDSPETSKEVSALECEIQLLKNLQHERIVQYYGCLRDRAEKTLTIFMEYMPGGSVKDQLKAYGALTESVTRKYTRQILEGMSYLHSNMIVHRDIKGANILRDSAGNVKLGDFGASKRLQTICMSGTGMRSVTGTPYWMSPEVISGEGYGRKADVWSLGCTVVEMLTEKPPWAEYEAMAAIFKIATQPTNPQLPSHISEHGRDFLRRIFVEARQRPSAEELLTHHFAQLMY
# GalR3 antag – antagonists of human GalR3; HEK293 GalR3-CNG cAMP membrane potential fluorescence; galR3 body fused to GalR1 C-terminus; O60755; inhibition, % at 3 µM; hit rate 0.44% among 360,000; AID 651719;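 active = inhibition above the screen-wide average plus 3 SD, cut at about 13% in these data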;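 note: forskolin and galanin both at EC90 stimulate the cells; cAMP rise reported by CNG channel membrane potential dye signal; 0% = forskolin plus galanin with DMSO and 100% = forskolin alone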
# Target sequence (O60755 1-299 limits assumed): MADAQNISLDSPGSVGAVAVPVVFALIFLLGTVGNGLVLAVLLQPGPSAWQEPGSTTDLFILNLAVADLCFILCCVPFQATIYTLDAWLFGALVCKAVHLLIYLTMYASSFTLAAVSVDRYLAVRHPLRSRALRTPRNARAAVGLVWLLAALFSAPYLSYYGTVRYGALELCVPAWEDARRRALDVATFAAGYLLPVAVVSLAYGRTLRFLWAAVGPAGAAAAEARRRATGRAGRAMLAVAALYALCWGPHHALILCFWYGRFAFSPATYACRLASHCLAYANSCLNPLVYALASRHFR
# CRFR2-BP ag – agonists of human CRF-binding protein/CRF-R2 receptor complex. HEK293 CRF-R2/CRF-BP, calcium dye fluorescence (FLIPR); percent of saturating CRF peptide response. hit rate 0.46% among 350,000. activation, % at 13.2 µM;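 active = activation of at least 50%, plus an integration ratio under a set limit after plate pattern correction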;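 note: plate controls were neutral control wells without compound for no effect and CRF at EC100 for full effect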
# PHOSPHO1 block – PHOSPHO1 (human) inhibition; Q8TCT1; recombinant PHOSPHO1, absorbance phosphatase assay; inhibition, % at 13.3 µM; hit rate 1.1% among 290,000; AID 1565; in the data active = inhibition above about 60%
# IDE cell inh – inhibitors of human insulin-degrading enzyme in cells | P14735 | HEK cells, FAbetaB cleavage, fluorescence polarization | inhibition, % at 5.59 µM | hit rate 0.41% among 320,000;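 active = percent inhibition above the average of all tested compounds plus 3 SD, set per screening campaign, cut at about 16% in these data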;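 note: IDE supplied by intact live HEK cells; FP after avidin binding of uncleaved biotin substrate so inhibition keeps polarization high; 0% = DMSO wells and 100% = 60 µM reference IDE inhibitor Ii1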
# Active calls of the source: *; nt = not tested or not shown; & = joins results of further samples.
smiles,CHRM4 PAM,IDE cell inh,CRFBP-R2 block,GalR3 antag,PHOSPHO1 block,CRFR2-BP ag,IDE cell activ,MEKK3 PB1 HTS,p-CIP stab down
CC(OC(=O)CSc1ccc([N+](=O)[O-])cc1)C(=O)NC1CC1 (stereo unspecified),-5,-2,-16,0,nt,-3.5,3,nt,nt
Cn1nnnc1SCC(=O)Nc1ccc(Oc2ccccc2)cc1,5,16,18,-2,11,-3.5,-1,99,-5
CN(Cc1ccc(F)cc1)C(=O)CNC(=O)c1cccs1,10,-2,-6,-6,nt,-0.2,-6,nt,nt
Cc1cccc(NC(=O)CN(C)S(=O)(=O)c2ccc3c(c2)n(C)c(=O)c(=O)n3C)c1C,2,0,7,2,33,-0.6,-4,101,6
CCN(c1ccc2c(c1)OCO2)S(=O)(=O)c1cc(Br)cc2c1N(C(C)=O)CC2,-5,0,13,-1,22,0.7,0,96,-3
O=C(NCCc1ccccc1)c1ccccc1NC(=O)C1CCCCC1C(=O)O (stereo unspecified),nt,3,nt,1,37,nt,nt,97,-8
O=C(NCc1ccccc1)C(c1ccco1)N(C(=O)c1csnn1)C1CC1 (stereo unspecified),6,-3,2,-7,36,-0.3,0,104,1
Cc1ccc(NC(=O)CNc2ccc(N3CCOCC3)cc2)cc1S(=O)(=O)N(C)C,-5,8,-8,-5,37,0.2,8,99,-2
O=c1[nH][nH]cc1C=Nc1ccc(Cl)cc1,5,5,72*,-5,24,-0.7,4,121,6
CCC(c1nnnn1Cc1cccs1)N1CCN(c2nc3ccccc3s2)CC1 (stereo unspecified),-18,3,-10,-6,4,1.2,3,107,-19
CC(CCc1ccccc1)NCC#N (stereo unspecified),-2,6,0,2,6,0.6,-2,97,-4
Cc1ccc(NC(=O)CN2CCN(CCN=CC3=C(O)CC(c4ccc(C)cc4)CC3=O)CC2)cc1 (stereo unspecified),-8,4,-3,6,3,-4.4,0,94,-14
O=C1c2oc3ccc(Cl)cc3c(=O)c2C(c2ccco2)N1CCN1CCOCC1 (stereo unspecified),4,7,-34,nt,-20,-0.5,-3,nt,-3
COc1ccc(C(=O)N2c3cc4c(cc3C(C)=CC2(C)C)OCO4)cc1,-7,nt,14,1,1,1.1,6,113,6
CC(C)CC(=O)NC(=S)Nc1ccc(S(=O)(=O)N2CCCC2)cc1,-5,-1,13,-6,13,-2.8,3,93,-17
Cc1ccc(OCC(=O)OCc2nc3scc(-c4ccccc4)c3c(=O)[nH]2)cc1C,13,-5,-6,-4,nt,1.9,-4,nt,nt
O=C(NC1CCS(=O)(=O)C1)c1ccc(S(=O)(=O)N2CCCCC2)cc1 (stereo unspecified),-2,-1,-3,-4,23,1.4,6,97,2
O=C(C1CC1)n1cc(C(=S)N2CCOCC2)c2ccccc21,21*,1,13,1,14,-2.1,3,98,-9
COc1ccc(Nc2nnc(SCc3cc([N+](=O)[O-])cc4c3OCOC4)s2)cc1,-2,-1,30,1,78*,-0.8,4,104,-9
CCOC(=O)c1oc2ccc(S(=O)(=O)n3nc(-c4ccccc4)cc3N)cc2c1C,-4,-3,-5,3,-5,-0.5,4,104,-14
Cc1cccc(OCCCn2c(=O)oc3ccccc32)c1,-4,-10,12,-5,46,0.2,6,102,-9
O=C(CCl)Nc1nc(-c2ccco2)c(-c2ccco2)s1,-3,-2,29,-3,9,2.1,1,94,-3
CC(=O)Nc1nc(C)nc(-c2ccccc2OC(C)=O)n1,8,1,10,nt,-32,-0.6,4,100,-1
O=C(c1ccc(F)cc1)N1CCC(C(=O)N2CCN(S(=O)(=O)c3cccc(F)c3)CC2)CC1,7,-7,19,3,nt,-2.3,-1,nt,nt
CN1CCN(CC(=O)Nc2cc(S(=O)(=O)N3CCOCC3)ccc2Cl)CC1,7,-1,0,-4,nt,1.9,-2,nt,nt
O=S(=O)(Nc1nc2cc3c(cc2nc1Cl)OCCO3)c1ccccc1,5,9,6,3,17,2.1,-2,96,6
CN(CC(=O)Nc1ccc(Cl)c(C(F)(F)F)c1)C(=O)C1CCC1,-5,9,-4,5,nt,-1.2,0,nt,nt
Cc1nc2ccc(NC(=O)c3ccco3)cc2s1,-1,5,15,-6,37,-0.1,-2,98,-3
CC1CC(=O)C=C(O)C1C(=O)OC(C)(C)C (stereo unspecified),4,8,-9,2,-38,1.7,2,95,-4
CCCc1cc(=O)oc2cc(C)cc(OCC(=O)NCc3ccccn3)c12,0,-8,5,-6,27,-0.1,0,99,-15
CCCC(=O)NC(c1ccc(OCC)cc1)c1ccc(OC)c(OC)c1 (stereo unspecified),0,0,6,0,4,-1.2,nt,109,0
COc1ccc(NC(=O)CN(C)C(=O)Cn2cnc3c2c(=O)n(C)c(=O)n3C)cc1,6,4,-2,-4,nt,0.0,5,nt,nt
O=C(NCCCN1CCCCC1)c1ccc(CS(=O)c2ccc(Cl)cc2)o1 (stereo unspecified),-8,-3,-1,8,15,-0.4,8,103,-6
CC(C)Oc1ccc(Cc2cnc(=S)[nH]c2N)cc1,2,7,23,-3,13,-1.4,-15,98,-6
COc1ccc(CN=C(Nc2ccccc2)SC2CC(=O)N(C)C2=O)cc1 (stereo unspecified),1,2,-8,1,-6,0.4,2,97,-3
CCCCCOc1ccc(C(=O)NCC(=O)NCC(=O)OCC)cc1,0,4,-5,-2,10,-0.1,3,103,-1
CCCN=C1N(C)C[C@@H]2[C@@H]3C(=O)N(Cc4ccccc4)C(=O)[C@@H]3[C@](C)(C(=O)OC)N12,-5,nt,8,nt,nt,0.7,1,nt,nt
CCOCCn1c(CN2CCN(C(=O)c3ccco3)CC2)nc2c1c(=O)n(C)c(=O)n2C,2,1,-4,nt,18,0.5,13,101,2
O=C(Cn1ccc(NC(=O)OCc2ccccc2)nc1=O)NCc1ccc2c(c1)OCO2,-3,2,1,-4,nt,0.1,0,nt,nt
CCOC(=O)c1c(NC(=O)COC(=O)C2CCC2)sc(C(=O)N(C)C)c1C,3,nt,1,-1,nt,-1.2,-3,nt,nt
COc1cc(CNC2CCCCCC2)cc(OC)c1,1,-2,14,-5,-5,2.5,4,93,-6
Cc1ccc(-c2nnc(N)s2)cc1,3,-1,2,-4,2,-0.2,3,97,0
CS(=O)(=O)c1ccc(-c2sc3ccccc3c2C#CCCO)cc1,-10,2,-9,-8,nt,2.0,-2,nt,nt
CCOc1ccc(S(=O)(=O)N(CC)CC(=O)NCc2cccnc2)cc1,0,1,-1,-4,37,-1.5,5,98,-3
Cc1ccc(NC(=O)c2ccco2)c(NC(=O)C2CCCO2)c1 (stereo unspecified),-1,0,21,-1,37,-1.0,1,104,4
Cn1c(/N=C/c2c[nH]c3ccccc23)nc2ccccc21,5,1,-8,-4,-10,-2.0,7,99,7
CCOC(=O)Nc1sc(=S)n(C)c1C,5,3,-12,-8,-19,3.2,0,105,-7
CCOCc1c(C(=O)Nc2ccc(OC)nc2)oc2ccccc12,-6,3,-11,-10,20,0.8,5,102,6
COCC(C)n1c(C)cc(C(=O)CSc2nnc(N)s2)c1C (stereo unspecified),0,7,-14,-2,99*,0.0,6,99,1
CCCCOC(=O)/C=C/c1ccc(OC(=O)OC)c(OC(=O)OC)c1,1,2,12,-2,11,-0.1,2,96,-1

# (further entries)
smiles,CHRM4 PAM,IDE cell inh,CRFBP-R2 block,GalR3 antag,PHOSPHO1 block,CRFR2-BP ag,IDE cell activ,MEKK3 PB1 HTS,p-CIP stab down
CCOC(=O)c1[nH]c(C)c(C(=O)Nc2ccc(Cl)cc2)c1C,5,4,13,2,-17,-1.0,5,97,3
O=C(Nc1cc(Cl)ccc1N1CCOCC1)c1ccc(N2CCCC2=O)cc1,-3,5,-8,4,nt,1.3,-1,nt,nt
Cc1ccc2c(c1)C1CN(C)CCC1N2C(=O)c1cccc(S(=O)(=O)N2CC(C)CC(C)C2)c1 (stereo unspecified),-8,3,-6,-7,-6,-0.9,3,98,-1
O=C(Nc1ccc(N2CCOCC2)c(Cl)c1)c1ccc(-n2cnnc2)cc1,2,3,12,-4,3,0.3,4,97,25
O=C(Nc1ccc2ccccc2n1)Nc1cccs1,3,3,4,-5,-156,-1.2,6,93,-1
CC1=C(C(=O)Nc2ccccc2)C(c2ccccn2)n2nc(CCCO)nc2N1 (stereo unspecified),2,-2,2,-1,-9,-2.0,5,105,3
O=C(c1cccc(F)c1)N1CCN(C(=O)c2cc3ncc(Br)cn3n2)CC1,9,-1,-5,-2,7,-0.1,4,100,-5
COc1ccc(C(=O)N/C(=C\c2cn(C)c3ccccc23)C(=O)N2CCOCC2)cc1,5,5,-10,2,49,1.6,1,102,-10
O=C([C@H](O)c1ccccc1)N1CCC[C@H]1CO,5,5,4,3,-6,-1.8,5,101,-3
CCOC(=O)C1CCN(C(=O)Nc2ccc(Cl)cc2)CC1,-3,7,11,-4,17,-1.5,7,107,-12
COc1ccc(NC(=O)N2CCCC2C(=O)Nc2cccc(C)c2C)cc1 (stereo unspecified),-4,-1,1,7,27,-0.3,5,95,-3
CCOC(=O)c1[nH]c2ccccc2c1NC(=O)CC(C)C,9,-3,-5,2,27,1.1,9,106,9
COc1ccccc1N1CCN(C(=O)Cn2nc3n(C)c4ccccc4n3c(=O)c2=O)CC1,nt,2,nt,nt,-1,nt,nt,94,-10
Cn1c(Cn2nnc3ccccc32)nnc1SCC(=O)N1c2ccccc2CCc2ccccc21,-15,-2,-1,-1,11,-0.7,8,94,-13
O[C@@H]1CN(C2CCN(Cc3ccccc3)CC2)CC[C@H]1N1CCCCCC1,-7,nt,33,0,nt,-0.6,1,nt,nt
CCOC(=O)C(C)On1c(-c2ccccc2)nc2ccc([N+](=O)[O-])cc21 (stereo unspecified),14,4,19,-6,1,-2.9,0,104,50
CC(C)C(=O)NCCc1nc(-c2ccc(Cl)cc2)no1,2,-3,3,2,nt,0.2,2,102,nt
Cc1nc2cc(C(=O)NCCN3CCOCC3)ccc2n1-c1ccc(F)cc1F,5,0,22,5,45,1.3,-1,85,-6
N#Cc1ccc(OCC(=O)Nc2cccc(S(=O)(=O)NC3=NCCCCC3)c2)cc1,-4,4,25,-3,nt,1.2,5,nt,nt
CC1=C(C(=O)OC(C)C)C(c2ccc(Cl)cc2)n2c(s/c(=C\c3ccc(OCC(=O)O)cc3)c2=O)=N1 (stereo unspecified),-1,nt,-30,-11,20,19,-3,104,-9
O=C(c1ccc(F)cc1)C1CCN(CCn2c(=S)[nH]c3ccccc3c2=O)CC1,nt,1,nt,nt,24,nt,nt,105&102,-12
C=CCNC(NC(=O)c1ccccc1)(C(=O)OCC)C(F)(F)F (stereo unspecified),6,-6,-4,-2,10,-2.2,4,101,-13
CCCCC(c1nnnn1C1CCCC1)N1CCN(C(=O)c2ccco2)CC1 (stereo unspecified),8,0,11,2,20,-3.4,5,101,-8
C=CCN(Cc1nc(-c2ccc(OC)cc2)no1)C(=O)c1ccc2c(c1)OCO2,-6,3,9,-8,24,3.0,0,100,-7
COc1cccc(CN(C)S(=O)(=O)c2c(C)noc2C)c1OC,-3,nt,0,-3,nt,0.9,2,nt,nt
Cc1ccc(S(=O)(=O)NC(CC(C)C)C(=O)Oc2ccc3c4c(c(=O)oc3c2)CCC4)cc1 (stereo unspecified),-22,-8,-34,-3,60*,3.3,9,101,-5
